# Screening data (PubChem)
# PLCg1 inh: blocks human PLC-gamma1 enzyme activity; P19174; purified PLC-gamma1, fluorogenic substrate, fluorescence; inhibition, % at 12.2 µM; 370,000 compounds, 0.84% hits; AID 720700; in the data active = inhibition above about 9.5%
# DDE Tn6 FP inh: DD(E)-Tn6 binding inhibition, primary FP screen | P02675 | Fibrin DD(E) TRITC-Tn6 fluorescence polarization displacement | inhibition, % at 8.3 µM | 370,000 compounds, 0.21% hits;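 active = inhibition above a per-campaign cutoff: mean of compounds within control limits plus 3 SD, cut at about 15% in these data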;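 note: 0% = median of all compound wells on the plate and 100% = blocking peptide control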
# DDE Tn7 FP inh: DD(E)-Tn7 binding inhibition, primary FP screen | P02675 | FP displacement of FITC-Tn7 peptide from fibrin DD(E); 0% = median of compound wells per plate | inhibition, % at 8.3 µM | 370,000 compounds, 0.13% hits | AID 720508;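 active = inhibition above the mean of compounds falling within the control limits plus 3 SD of them, cut at about 14% in these data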;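 note: 0% = plate median of compound wells and 100% = 10 µM Aha-Tn7 peptide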
#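 system = human fibrin DD(E) protein | quantity = DD(E) 2 µM final | medium = Tris/NaCl/CaCl2 buffer, pH 7.8 | also added = labelled Tn7 tracer, 0.1 µM | compound dosing = single point at 8.3 µM | timing = compound with protein 10 min, then 3 h after probe, room temperature | signal = FP measurement | benchmarks = Aha-Tn7 high control | repeats = one replicate per compound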
# proKLK7 act: activators of human kallikrein-7 zymogen. P49862. purified proKLK7, EDANS-DABCYL substrate fluorescence; 100% is mature enzyme control, 0% vehicle. activation, % at 7 µM. 370,000 compounds, 0.9% hits;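 active = activation above the mean of all tested compounds plus 3 SD, computed per campaign excluding outliers beyond control limits, cut at about 13% in these data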
# UHRF1 binding: UHRF1 methyl-DNA binding inhibition; 370,000 compounds, 0.75% hits; Q96T88; inhibition, % at 4.4 µM; UHRF1 binding to methylated oligo, TR-FRET; AID 687016; in the data active = inhibition above about 21%;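 note: UHRF1 SRA domain binding a hemimethylated CpG hairpin DNA probe; 0% = median of test compound wells and 100% = reference inhibitor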
# Target sequence (Q96T88 whole entry, looked up, the tested form may be a part): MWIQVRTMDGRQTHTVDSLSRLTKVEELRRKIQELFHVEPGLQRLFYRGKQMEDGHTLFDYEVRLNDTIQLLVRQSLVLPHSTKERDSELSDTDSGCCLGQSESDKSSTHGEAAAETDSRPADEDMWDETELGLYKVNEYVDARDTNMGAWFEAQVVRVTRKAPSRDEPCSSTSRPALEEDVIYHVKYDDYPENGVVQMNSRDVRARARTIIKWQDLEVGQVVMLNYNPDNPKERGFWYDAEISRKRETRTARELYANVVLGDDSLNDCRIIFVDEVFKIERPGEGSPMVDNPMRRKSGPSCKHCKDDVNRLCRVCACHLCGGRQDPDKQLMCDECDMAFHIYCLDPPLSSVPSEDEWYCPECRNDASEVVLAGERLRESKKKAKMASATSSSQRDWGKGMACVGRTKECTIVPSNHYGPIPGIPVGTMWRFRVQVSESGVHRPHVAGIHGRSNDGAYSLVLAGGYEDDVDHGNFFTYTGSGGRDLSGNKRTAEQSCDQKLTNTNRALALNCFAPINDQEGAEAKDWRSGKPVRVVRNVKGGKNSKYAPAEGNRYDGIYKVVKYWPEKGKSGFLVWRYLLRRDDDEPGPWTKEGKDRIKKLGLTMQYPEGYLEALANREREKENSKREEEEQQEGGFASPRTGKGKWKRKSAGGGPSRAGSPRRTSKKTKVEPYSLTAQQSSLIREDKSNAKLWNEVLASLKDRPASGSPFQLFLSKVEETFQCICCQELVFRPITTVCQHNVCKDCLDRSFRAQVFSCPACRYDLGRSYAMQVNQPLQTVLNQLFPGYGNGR
# PLCb3 inh: PLC-beta3 (human) inhibition, primary screen; inhibition, % at 12.2 µM; Q01970; 370,000 compounds, 0.18% hits; Purified PLC-beta3, fluorogenic substrate, fluorescence; in the data active = inhibition above about 11%;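 note: 0% = median of compound wells on plate and 100% = full blocker control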
# HGIII-sPLA2 inh: Blocks human group III sPLA2 activity | 370,000 compounds, 0.56% hits | inhibition, % at 12.2 µM | QFRET BODIPY PC-A2 liposome hydrolysis, fluorescence;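 active = inhibition above mean plus 3 SD of compounds lying within the high and low control bounds, cut at about 19% in these data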;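 note: 0% = median of test compound wells and 100% = no enzyme DMSO wells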
# ARFGAP1 inh: rat ARFGAP1 inhibition; AID 651572; Arfgap1-stimulated ARF1 GTP hydrolysis, GDP FP detection; Q62848; 360,000 compounds, 0.26% hits; inhibition, % at 16.5 µM;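 active = inhibition above a per-plate limit, mean inhibition of low control wells plus 3 SD, cut at about 25% in these data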;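 note: 0% = DMSO wells with enzyme and 100% = wells lacking Arfgap1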
# Target sequence (Q62848 1-136 limits assumed): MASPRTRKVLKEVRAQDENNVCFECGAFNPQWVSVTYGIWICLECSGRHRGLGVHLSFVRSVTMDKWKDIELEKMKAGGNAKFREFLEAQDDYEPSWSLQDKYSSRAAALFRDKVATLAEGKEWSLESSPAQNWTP
#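 system = rat Arfgap1 catalytic domain, aa 1-136 | technique = FP, GDP Alexa 633 tracer displaced from anti-GDP antibody, 620/688 nm | compound = one concentration, 16.5 µM, DMSO 1.26% | medium = HEPES-based buffer, pH 7.5 | timing = compound-enzyme preincubation 20 min, reaction 120 min, detection 60 min, 25 °C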
# NR1D1 modulator: Rev-erb alpha (human) modulation; P20393; 370,000 compounds, 0.79% hits; AID 1259318; activity, % at 10 µM; Rev-erbα–FITC-DNA binding, fluorescence polarization, 90 min;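 active = activity above about 14%, limit read from the data; passing the limit was not always enough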;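 note: 0% = DMSO wells with 35 nM protein and 100% = DMSO wells with 750 nM protein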
# ASAP1 GAP inh: inhibitors of human ASAP1 ArfGAP activity; 360,000 compounds, 0.19% hits; AID 624377; ASAP1-stimulated ARF1 GTP hydrolysis, GDP FP detection; inhibition, % at 16.5 µM; Q9ULH1; in the data active = inhibition above about 25%;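 note: 0% = vehicle with enzyme and substrate and 100% = no enzyme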
# An asterisk follows results filed as active; nt = no result given.
# Every second line gives: PLCg1 inh, DDE Tn6 FP inh, DDE Tn7 FP inh, proKLK7 act, UHRF1 binding, PLCb3 inh, HGIII-sPLA2 inh, ARFGAP1 inh, NR1D1 modulator, ASAP1 GAP inh
CS(=O)(=O)c1ccc(-c2sc3ccccc3c2C(=O)NCCCN2CCOCC2)cc1
→ -4, -1, -7, 0.4, -1, -4, 4, 5, -11, 10
CCOC(=O)c1c(C)c(C)n(Cc2cccc(OC)c2OC)c1C
→ 2, 8, -7, -0.5, -1, 0, 4, 1, -1, 10
O=C(NC1CCCCN(Cc2cccc(Cl)c2)C1=O)c1ccc(-c2ccccc2)cc1 (stereo not given)
→ 0, -1, 0, 0.8, 1, 1, -1, nt, 0, nt
CCn1c(C2CC(=O)N(Cc3ccccc3)C2)nc2ccccc21 (stereo not given)
→ -1, 2, 4, 0.4, 4, -2, 16, -1, -3, 2
COCCNC(=S)N/N=C/c1ccc2c(c1)OCCO2
→ 3, -5, -6, -0.3, 6, -4, 1, 11, 0, 2
O=c1c2ccccc2oc2nc(C3CCCCC3)n(Cc3ccco3)c(=O)c12
→ 5, 0, -6, -0.2, 1, -1, 7, -6, 3, -3
O=C(NCCc1cccs1)c1ccc(Cl)cc1
→ -1, 0, 5, 0.6, 2, -5, 1, 16, 2, 2
COc1ccc(-c2ccc(OC)cc2C(=O)O)cc1
→ -2, 0, 6, 0.5, 8, 2, 1, -10, -3, -3
COc1cccc(C(=O)NCC2(c3ccccc3)CCCC2)c1
→ 5, 2, -3, -0.2, 4, -1, 1, 13, -3, -5
CCN1C(=O)[C@H]2[C@@H](c3ccc(OC)cc3)N[C@]3(CCCN(CCC(C)C)C3=O)[C@H]2C1=O
→ 3, 2, 0, 0.0, 1, 3, 1, -6, 3, 2
CCOC(=O)C1CCN(S(=O)(=O)CCNC(=O)c2cccc(OC)c2)CC1
→ 4, -3, -12, -0.1, 7, -9, 18, 6, -4, 7
NC(=O)c1nsc(C(=O)N(CC(=O)NCc2ccco2)c2ccccc2F)c1N
→ -95, 0, -4, 1.4, -2, -113, -3, -1, 0, -5
CCCCCn1c(C(Cc2ccccc2)NC(=O)COC)nc2ccccc21 (stereo not given)
→ 1, 2, 7, 0.4, 0, 2, -3, -19, -8, -6
CCCOc1ccc(NC(=O)OC2CCN(C)CC2)cc1
→ -1, 1, -2, 0.3, 6, -1, 10, 4, -5, 2
COc1cc2c(cc1OC)CN(C(=O)c1ccc(S(=O)(=O)N3CCCCCC3)cc1)CC2
→ 2, 5, 1, 0.4, 3, 2, -9, -12, -7, -2
COc1ccc(CN2C[C@@H](CO)O[C@@H](n3cnc4c(N5CCN(c6ccccc6)CC5)ncnc43)C2)cc1
→ 5, -11, 7, 0.5, 0, -9, -11, 0, -7, -4
Cc1noc(C)c1COC(=O)CCCc1c[nH]c2ccccc12
→ -14, 1, -2, -0.6, -1, -20, -46, 6, 1, -1
CCOC(=O)c1c(N)sc(C(O)(C(F)(F)F)C(F)(F)F)c1-c1ccccc1
→ 0, 4, 9, -0.8, 0, -10, -23, 7, 5, -4
CCNC(=O)CC1C(=O)N(CC)C(=S)N1NC(=O)c1cccnc1 (stereo not given)
→ 6, 3, 2, -0.2, 4, 0, 6, 6, -3, 13
Cc1cc2c(cc1S(=O)(=O)C(C)CC(=O)NCc1ccco1)OCC(=O)N2 (stereo not given)
→ 1, 5, 6, 0.5, -4, -3, 9, -6, -1, -13
CSCCC(NC(=O)/C(=C\c1ccco1)NC(=O)c1ccco1)C(=O)O (stereo not given)
→ -6, 1, 1, 0.8, -3, -13, -2, 8, -4, 7
CC(C)(C)N1C(=O)c2ccccc2NC(=O)C1C(=O)Nc1ccc(N2CCOCC2)cc1 (stereo not given)
→ -3, 6, -2, -0.6, -1, -1, 5, 7, -3, 1
Cc1c(C(=O)Nc2ccccc2)sc2nc[nH]c(=O)c12
→ -8, 0, -3, -0.9, 0, -12, 2, 14, -2, -2
COc1cccc(N(C)C(=O)[C@@H](C2CC2)[C@@H](O)c2ccc3ccccc3c2)c1
→ 0, 6, -5, -0.1, 1, 1, -8, nt, 5, nt
O=C(NCc1n[nH]c(=S)n1-c1ccc(Br)cc1)c1ccc(S(=O)(=O)N2CCCCC2)cc1
→ 2, 0, -1, 0.5, -2, -2, 7, -4, 3, 8
CCOC(=O)C1=C(C)NC(C)=C(C(=O)OCC)C1c1cccs1
→ -21, -10, 5, 0.2, 3, -29, 5, -2, -2, 7
COc1ccc(-c2csc(C(C#N)=C(O)CSc3nccn3C)n2)cc1OC
→ -16, -6, -4, 1.1, -6, -25, -3, 1, -1, 14
O=c1[nH]c(/C=C/c2ccccc2OC(F)F)nc2c1cnn2-c1ccccc1
→ -30, -4, 7, -2.0, 1, -33, 5, 0, 24*, -6
CCOc1cccc(N(C(=O)c2ccco2)C(C(=O)NC2CCCC2)c2cccnc2)c1 (stereo not given)
→ 3, 0, -11, 0.8, 2, 0, 8, 6, -6, 14
COc1ccc(NC(=O)NNC(=O)COc2ccc3ccccc3c2)cc1
→ 0, 3, 1, -0.3, -2, -9, -13, -4, -2, 12
CCOC(=O)c1ccc(NC(=O)C2CC(=O)N=C(N)S2)cc1 (stereo not given)
→ 2, 1, 1, 0.6, -4, 1, -3, 4, 4, 1
CCOC(=O)c1ccc2[nH]c3c(c2c1)CCCC3NC=O (stereo not given)
→ -6, 0, 1, 0.8, -3, -16, -7, -2, 4, 1
CC(C)NC(=O)NNc1c(Cl)cncc1Cl
→ -1, 10, 6, -0.1, -1, -6, -5, -3, -1, 8
O=C(NC1=NCCS1)C12CC3CC(CC(C3)C1)C2
→ 6, 3, -2, -0.1, 6, 11*, 7, -7, -6, 1
Oc1ccc2c(c1)C1CCCC1(N1CCOCC1)O2 (stereo not given)
→ -9, -9, -1, 1.3, 14, -18, -3, -8, 11, 14
Cc1occc1-c1nnc(SCC(=O)N2CCOCC2)n1CCc1ccccc1
→ -193, 0, 2, -0.6, -2, -5, -3, -4, 11, 2
COc1cc(OC)c(CN2CCc3c([nH]c4ccccc34)C2)cc1Br
→ -18, 8, -6, -0.3, 0, -24, -9, -7, -1, 1
O=C(CSc1nnnn1C1CCCCC1)NCc1cccs1
→ 0, 2, 0, 0.1, -1, 0, -1, -2, -7, 2
Cc1ccc(Sc2c(C=O)c3ccccc3n2C)cc1
→ 0, -1, 6, 5.7, 2, -10, -1, -15, 13, 0
C[C@@H]1O[C@H](C2CCCC2)CC2=C1C(=O)OC(C)(C)O2
→ -2, 0, -1, 0.2, -2, 0, 7, 11, -1, 3
COc1cccc(OC)c1C(=O)Nc1nnc(C(C)C)s1
→ -1, 2, -4, 0.1, -1, -2, 3, -3, 3, -7
CCOc1cc(/C=C2/NC(=O)N(CC(=O)Nc3cccc(C)c3)C2=O)ccc1O
→ -49, -6, -8, 0.5, -1, -57, -12, -3, 2, -6
COc1ccc(OC)c(NC(=S)NCC(c2cccnc2)N2CCOCC2)c1 (stereo not given)
→ 5, 4, -4, 0.1, 1, 2, 6, 6, 4, -2
COc1cc(C(=O)NNC(=O)COc2cccc(F)c2)ccc1OCC(=O)N1CCOCC1
→ -1, 1, -3, 0.3, -1, 0, 10, -7, 1, 0
CCCCN(C=O)c1c(CC)nc2c(OCc3ccc(C(F)(F)F)cc3)cccn12
→ -1, 1, 5, -0.3, -2, 0, -8, 1, -3, 0
COc1ccc(Nc2ncccc2C(=O)O)cc1
→ 4, 5, 0, 0.7, 0, 3, 10, -14, 1, 2
COC(=O)Cc1c(C)c2ccc(OC3CCCCC3=O)cc2oc1=O (stereo not given)
→ -124, -5, 5, 3.7, 2, -177, 12, 14, 0, -3
CCCN1Cc2cccc(C(=O)Nc3ccc(S(=O)(=O)N4CCCCCC4)cc3)c2C1=O
→ 0, -10, -8, -0.3, 0, 6, 4, -3, -3, -1
Cc1ccc(-n2cc3c(-c4cccc(Br)c4)nnc(C)c3n2)cc1
→ 7, -5, 0, 0.0, 6, 5, -3, 14, 4, 2
COCCN(C(=O)CSc1nnc(-c2ccncc2)n1C)c1c(N)n(CC(C)C)c(=O)[nH]c1=O
→ -8, -7, -3, -1.5, 4, -8, 14, 14, -2, -1
Cc1cc(Br)ccc1OCCCN1CCC(C(O)(c2ccccc2)c2ccccc2)CC1
→ 1, 6, 6, -0.2, -1, -3, -13, nt, 6, nt
Cc1cccc(OCC(=O)NC(Cc2c[nH]c3ccccc23)C(=O)O)c1C (stereo not given)
→ -4, 0, -3, 0.4, 0, -10, -61, -10, -2, -2
Cc1ccc(C(=O)C(OC(=O)CCC(=O)Nc2cccc(C)c2)c2ccccc2)cc1 (stereo not given)
→ 1, 8, 1, 0.2, -1, 4, 2, -2, -3, 2
CC(NCCCOc1cccc2ccccc12)c1ccccc1 (stereo not given)
→ 7, 0, 2, -0.5, 0, 3, 1, 4, -4, -2
OCCn1c(SC2CCCCC2)nc2ccccc21
→ 4, 1, -2, -0.5, 2, 6, 8, 17, 9, 0
COc1cccc(-n2c(=O)c3c(C)c(C(=O)N(C)C)sc3n(CC(=O)NCC3CCCO3)c2=O)c1 (stereo not given)
→ 0, -2, 2, 0.1, -2, -6, 4, -6, 2, -8
COc1ccc(-c2nnn(CCc3nn[nH]n3)n2)cc1
→ -2, -3, -1, -0.2, 0, -1, 4, 2, 0, -2
COC(=O)[C@]1(Cc2ccccc2)N[C@H](CN(C)C(=O)c2ccccc2)[C@@H]2C(=O)N(C)C(=O)[C@@H]21
→ 0, -2, -15, -0.2, -1, 0, -1, 9, 2, 5
COc1cccc(NC(=O)CN(C)CC(=O)Nc2cccc(C(F)(F)F)c2)c1
→ 3, 2, 5, -0.3, 0, -10, -8, 0, -4, -4
CC1CCN(CCNC(=O)c2ccc3c(=O)n(CCc4ccccc4)c(=O)[nH]c3c2)CC1
→ -68, -6, -4, -1.3, 6, -102, 17, 7, 0, 4
Cc1ccc(NC(=S)N2CCN(S(=O)(=O)c3ccccc3)CC2)cc1C
→ -1, 13, 3, 0.9, 0, -5, 5, -4, 2, -17
CC1(C)CC(=O)C=C(C(=O)N2CCCC(C(=O)c3cccc(Cl)c3)C2)O1 (stereo not given)
→ 1, 2, -2, 0.6, 2, -4, -6, -2, -4, 1
S=C1NC2CCCCC2N1 (stereo not given)
→ 2, -8, 5, -0.3, 2, -1, 8, -11, 1, -5

# Rows were taken by chance; overall some 4.5% were active at least once.
